Screening results: PubChem, several laboratories
PPARg SRC1 recr – promotes SRC-1 coactivator recruitment by human PPARgamma; AID 631; 200,000 compounds, 0.41% hits; PPARgamma-SRC-1 coactivator recruitment biochemical assay; P37231; activation, % at 8 µM; in the data active means activation above about 19%;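 further: 0% = DMSO and 100% = reference agonist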
Target sequence (P37231 whole entry, looked up): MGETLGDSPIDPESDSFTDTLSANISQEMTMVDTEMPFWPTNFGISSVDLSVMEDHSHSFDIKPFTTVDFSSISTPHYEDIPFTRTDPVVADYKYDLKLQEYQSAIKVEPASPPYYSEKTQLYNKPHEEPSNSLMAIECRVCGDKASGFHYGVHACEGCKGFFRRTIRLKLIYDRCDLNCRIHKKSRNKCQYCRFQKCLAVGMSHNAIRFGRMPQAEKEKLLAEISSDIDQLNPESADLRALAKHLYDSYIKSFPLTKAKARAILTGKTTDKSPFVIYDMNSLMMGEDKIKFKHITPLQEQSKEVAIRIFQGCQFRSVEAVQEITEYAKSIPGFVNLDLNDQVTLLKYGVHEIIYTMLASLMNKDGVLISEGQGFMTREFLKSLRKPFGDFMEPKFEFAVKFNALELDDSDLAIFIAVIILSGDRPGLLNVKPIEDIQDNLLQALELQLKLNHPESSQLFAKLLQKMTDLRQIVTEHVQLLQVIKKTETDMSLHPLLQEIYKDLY
bIAP inhibitor – intestinal alkaline phosphatase (bovine) inhibition; inhibition, % at 20 µM; AID 1019; purified bovine IAP, CDP-star luminescence, 30 min; 190,000 tested, under 10 active;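 active means over 50% inhibition of intestinal alkaline phosphatase at 20 µM in the single-dose screen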
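Assay system – bovine IAP enzyme · Quantity – bovine IAP at 1/65,000,000 final dilution · Detection – CDP-star luminescence signal · Times – 30 min reaction at room temperature · Also added – CDP-star substrate at 30 µM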
bIAP act – intestinal alkaline phosphatase (bovine) activation | purified bovine IAP, CDP-star luminescence, 30 min; stronger effect = higher value; fold of DMSO-control signal, blank-subtracted | activation factor at 20 µM | 200,000 compounds, 0.17% hits | AID 1016;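 active means activation factor of 2 or more at 20 µM, a signal rise over negative controls twice the positive control's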
SRC2 TRFRET art – TR-FRET artefact, counter-screen to PPARgamma/SRC-2 agonist assay; stronger effect = higher value; 200,000 compounds, 0.4% hits; TR-FRET ratio at 8 µM; in the data active means TR-FRET ratio above about 2000; further: inactives centre near 1500
STAT3 inh – inhibitors of IL-6 induced STAT3 signaling; AID 862; inhibition, % at 5.5 µM; 190,000 compounds, 0.89% hits; U3A cells, IL-6 STAT3-luciferase reporter, luminescence; host cell line lacks STAT1;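 active means inhibition above the mean inhibition across all screened compounds plus 3 SD, cut at about 44% in these data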;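 further: 0% = DMSO only wells and 100% = 100 µM nifuroxazide control wells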
PPARg SRC3 recr – PPARgamma-driven SRC-3 recruitment agonism | 200,000 compounds, 0.26% hits | biochemical PPARgamma/SRC-3 coactivator recruitment assay | activation, % at 8 µM; in the data active means activation above about 23%;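 further: 0% = DMSO and 100% = reference agonist; some compounds past the cut are filed as inactive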
STAT1 blocker – inhibitors of IFN-gamma induced STAT1 signaling; NIH 3T3 STAT1-luciferase reporter, luminescence; inhibition, % at 5.5 µM; 200,000 compounds, 0.35% hits; AID 920;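 active means inhibition above a set limit, the mean inhibition across all tested compounds plus 3 SD, cut at about 34% in these data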;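 further: 0% = IFN-gamma with DMSO and 100% = IFN-gamma with 300 µM nifuroxazide; values of inactives mirror those of a sister screen read the other way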
TNAP act hi DEA – activators of human TNAP at high phosphate acceptor concentration; purified TNAP, CDP-star luminescence, 1 M DEA, 30 min; stronger effect = higher value; 0 = EDTA background, 1 = DMSO-only activity; activation factor at 20 µM; 200,000 tested, under 10 active; AID 1136;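 active means activation factor at least 2 at 20 µM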
Target sequence (P05186 whole entry, looked up): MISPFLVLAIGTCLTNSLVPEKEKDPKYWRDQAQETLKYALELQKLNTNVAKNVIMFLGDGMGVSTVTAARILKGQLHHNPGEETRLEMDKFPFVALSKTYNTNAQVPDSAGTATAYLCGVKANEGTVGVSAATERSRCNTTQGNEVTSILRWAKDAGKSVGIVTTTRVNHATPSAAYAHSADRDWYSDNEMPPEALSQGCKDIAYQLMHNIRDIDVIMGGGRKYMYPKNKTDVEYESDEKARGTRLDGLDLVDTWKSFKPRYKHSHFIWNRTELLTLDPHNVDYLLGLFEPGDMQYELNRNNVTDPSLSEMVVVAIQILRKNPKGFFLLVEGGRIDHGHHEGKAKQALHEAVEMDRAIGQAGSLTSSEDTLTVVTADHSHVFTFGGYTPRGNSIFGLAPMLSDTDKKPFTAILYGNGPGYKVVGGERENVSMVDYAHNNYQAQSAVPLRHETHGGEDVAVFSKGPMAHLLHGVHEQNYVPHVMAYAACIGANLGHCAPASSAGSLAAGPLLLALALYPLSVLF
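Dosing: 20 µM single point. System: human TNAP. Amount: TNAP 1/800 final. Incubation: 30 min, room temperature. Read-out: TNAP activation factor scaled between EDTA and DMSO control wells. Signal: luminescence from CDP-star hydrolysis. Medium: 1 M DEA, pH 9.8, Mg2+, Zn2+. Control set: EDTA negative control, DMSO positive control.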
STAT3 act – activators of IL-6 induced STAT3 signaling; 190,000 compounds, 0.91% hits; activation (% of control), % at 5.6 µM; U3A cells, IL-6 STAT3-luciferase reporter, luminescence; 100% = signal with IL-6 EC80 alone;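 active means activation above the screen-wide mean of compound activation plus 3 SD, cut at about 130% in these data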;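 further: 0% = background luminescence of wells with medium and substrate only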
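Test system: STAT3-luciferase reporter U3A cells; Detection: reporter luminescence signal; Times: 1 h compound pre-exposure, 6 h IL-6 stimulation, 37 °C; Benchmarks: IL-6-only high control; Also added: IL-6 stimulus at 33 ng/mL final.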
ROMK mod – modulators of human ROMK potassium channel; AID 1918; Tet-inducible ROMK, thallium flux fluorescence; actives lie on both sides; B-score at 10 µM; 130,000 compounds, 2% hits;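 active means signal ratio slope over the read window, or its plate-corrected B-score, at least 3 SD from the plate mean, either direction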;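 further: B-score of the F/F0 ratio slope over 7 to 12 s after thallium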
PPARg SRC-2 ag – promotes SRC-2 coactivator recruitment by human PPARgamma | 200,000 compounds, 0.34% hits | P37231 | AID 1032 | PPARgamma LBD-SRC-2 recruitment, biochemical | activation, % at 8 µM; in the data active means activation above about 22%;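 further: 0% = vehicle and 100% = reference agonist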
Numbers without * were called inactive; nt = no result given.

SMILES | PPARg SRC1 recr | bIAP inhibitor | bIAP act | SRC2 TRFRET art | STAT3 inh | PPARg SRC3 recr | STAT1 blocker | TNAP act hi DEA | STAT3 act | ROMK mod | PPARg SRC-2 ag
CCN(CC)S(=O)(=O)c1ccc(-c2nnc(SCC(=O)N3c4ccccc4CC3C)n2CC)cc1 (centres undefined) | 1 | -6 | 1.1 | 1645 | 11 | 4 | 7 | 1 | 91 | -0.63 | 4
O=S(=O)(NCCc1ccncc1)c1cc(Br)ccc1F | -2 | 4 | 1 | 1574 | -2 | 9 | -1 | 1 | 101 | nt | 9
Cc1cc(C(C#N)c2ccccc2)n2ncnc2n1 (centres undefined) | -1 | 8 | 0.9 | 1779 | 6 | 3 | 12 | 1 | 98 | 1.5 | 9
Cc1cc(C)nc(N=Nc2c(O)n(Cc3ccc(Cl)cc3)c3ccccc23)n1 | -3 | nt | 0.3 | 1350 | -1 | 0 | 4 | 1 | 103 | nt | -5
Cc1ccccc1-c1nnnn1C1CCS(=O)(=O)C1 (centres undefined) | 2 | -15 | 1.1 | 1474 | 7 | 4 | 0 | 1 | 100 | 0.065 | -4
O=[N+]([O-])c1ccc2sc(SCc3nc4ccccn4c3Br)nc2c1 | 1 | 32 | 0.7 | 1804 | -8 | 1 | 5 | 1 | 110 | nt | 8
Cc1ccc(-c2nn(Cc3ccccc3)cc2/C=C/C(=O)O)cc1 | 8 | 4 | 1 | 1742 | -12 | 4 | -1 | 1 | 114 | nt | 12
O=C(c1cc(-c2ccccc2)n[nH]1)N1CCc2c([nH]c3ccccc23)C1c1ccccn1 (centres undefined) | 9 | -24 | 1.2 | 1559 | 10 | 5 | -14 | 1 | 94 | 0.27 | -3
CCOc1ccccc1CN1CCN(C2CCSCC2)CC1CCO (centres undefined) | 8 | -2 | 1 | 1711 | 4 | 7 | 12 | 1.1 | 98 | 0.036 | 10
CCOC(=O)C(CCCCCOc1ccccc1[N+](=O)[O-])C(=O)OCC | 2 | 1 | 1 | 1606 | -8 | 1 | 9 | 1 | 105 | -0.098 | 0
COCCCNC(=S)Nc1ccc(C)cc1[N+](=O)[O-] | -2 | -12 | 1.1 | 1480 | 2 | 2 | -9 | 1 | 105 | 0.022 | 7
O=C(O)C1CCN(c2ncccn2)CC1 | -1 | 3 | 1 | 1679 | 7 | -6 | 4 | 1 | 100 | nt | 1
CCOC(=O)C1(Cc2ccccc2C(F)(F)F)CCN(C(C)CSC)CC1 (centres undefined) | -3 | -5 | 1 | 1358 | -4 | 4 | 3 | 1 | 107 | -1.2 | 1
CCOC(=O)C1(CCOc2ccccc2)CCN(Cc2ccc(-n3cccn3)cc2)CC1 | 2 | 9 | 0.9 | 1531 | 11 | 4 | 7 | 1 | 93 | -1.3 | 2
Cc1ccccc1C(=O)c1cccn1CC(=O)NCCC1=CCCCC1 | 8 | -7 | 1.1 | 1513 | -12 | 2 | -9 | 1 | 123 | -0.96 | -3
Cc1ccc2nc(-c3ccc(NC(=O)CN4CCN(C(=O)c5ccco5)CC4)cc3)sc2c1 | 10 | 2 | 1 | 1425 | 4 | 7 | -30 | 1.1 | 97 | 0.98 | 9
O=C(CSc1ncccn1)n1c2c(c3ccccc31)CCCC2 | -7 | 7 | 0.9 | 1510 | 0 | 3 | -8 | 1.1 | 104 | 0.53 | 3
COc1cccc(N2CCN(C(=O)/C=C/c3ccco3)CC2)c1 | -4 | -20 | 1.2 | 1227 | -4 | 2 | -2 | 1 | 103 | 0.22 | -1
O=S(=O)(c1ccccc1)N1CCN(S(=O)(=O)c2ccccc2)C1 | 6 | -4 | 1 | 1604 | 21 | 10 | -5 | 1.1 | 81 | 0.94 | 6
CCC(=O)NCc1ccc2[nH]c(C)cc2c1 | 8 | -7 | 1.1 | 1523 | -5 | 4 | -5 | 1 | 105 | 0.42 | 6
NCCOc1ccc(C23CC4CC(CC(C4)C2)C3)cc1 | 6 | -3 | 1 | 1532 | 17 | 6 | -6 | 1 | 88 | -2.9* | 6
CCn1c(SCC(=O)Nc2ccc(N3CCOCC3)cc2)nnc1-c1ccc(OC)cc1 | 5 | 2 | 1 | 1548 | -4 | -3 | 8 | 1 | 102 | -0.11 | -1
COc1cc(/C(C)=N/NC(=S)NC(C)C)cc(OC)c1OC | 0 | 10 | 0.9 | 1536 | 8 | 7 | 6 | 1 | 92 | nt | -6
CC1CN(Cc2cc(=O)n3ccsc3n2)CC(C)O1 (centres undefined) | 5 | 10 | 0.9 | 1607 | -8 | -5 | 5 | 1.1 | 110 | nt | -2
O=C(Nc1nc2c(s1)CCCC2)c1cccnc1 | -4 | 3 | 1 | 1729 | 7 | 2 | -40 | 1 | 97 | 0.58 | 4
O=C(NCc1ccccc1)c1ccc(S(=O)(=O)N2CCCc3ccccc32)cc1 | 4 | 39 | 0.6 | 1455 | -8 | -5 | 3 | 1.1 | 109 | nt | 3
O=C(c1ccc(Cl)cc1)c1cnc(Nc2ccccc2Cl)s1 | 4 | -3 | 1 | 1465 | -9 | -3 | -51 | 0.9 | 108 | nt | 6
CCOC(=O)c1csc(NC(=O)COc2ccc(Cl)cc2Cl)n1 | -3 | -20 | 1.2 | 1405 | 0 | 4 | 2 | 1 | 99 | 0.026 | 4
CCOC(=O)c1c(-c2cccs2)csc1NC(=O)CCCC(=O)O | 13 | -1 | 1 | 2153* | 16 | 19 | 7 | 1.1 | 93 | 0.0066 | 25*
CC(C)(C)c1ccc(OCC(O)CSc2ncn[nH]2)cc1 (centres undefined) | 7 | -19 | 1.2 | 1565 | -10 | 6 | -38 | 0.9 | 108 | -0.65 | 5
COCCSc1ccccc1C(=O)Nc1nncs1 | -8 | -3 | 1 | 1379 | 12 | 7 | 6 | 1.1 | 92 | nt | 1
COc1ccc(C(C(=O)NCCC(C)C)N(CCN2CCOCC2)C(=O)Cn2nnc3ccccc32)c(OC)c1 (centres undefined) | 16 | -41 | 1.4 | 1773 | 2 | -2 | -3 | 1 | 103 | -0.17 | -3
CS(=O)(=O)c1ccc(Cl)c(NC(=O)CCc2ccccc2)c1 | -4 | -15 | 1.1 | 1659 | -3 | 3 | -2 | 1 | 109 | 0.093 | 2
CC(N=c1ccccn1C(=O)Nc1cccc(C(F)(F)F)c1)c1ccco1 (centres undefined) | 6 | 18 | 0.8 | 1749 | 3 | 17 | 1 | 1 | 98 | -0.11 | 5
CC(C)(CO)NCc1cccc(OCc2ccc(Cl)cc2)c1 | 7 | 18 | 0.8 | 1545 | -3 | 1 | 12 | 1 | 107 | -0.82 | 2
Cc1cc(C)n(-c2nc3ccccc3nc2N2CCOCC2)n1 | -4 | 8 | 0.9 | 1521 | 9 | 1 | -11 | 1 | 92 | 0.079 | 6
Nc1ncn(C(=O)c2ccco2)n1 | -5 | 3 | 1 | 1525 | 17 | -3 | 7 | 1 | 91 | nt | -4
Cc1ccc(C2CC(c3ccco3)n3nc(N)nc3N2)cc1 (centres undefined) | 6 | 3 | 1 | 1552 | 11 | 0 | -4 | 1 | 95 | nt | 8
COc1ccc(CNC(=O)c2c(O)c3cccc4c3n(c2=O)CCC4)cc1OC | 8 | -4 | 1 | 1643 | 7 | -1 | -5 | 1 | 99 | nt | -4
COc1cc(OC)cc(C(=O)OCc2cc3ccccc3[nH]c2=O)c1 | -3 | 2 | 1 | 1518 | 12 | -3 | 1 | 1 | 93 | 0.98 | -1
O=C(NCCc1ccccc1)c1ccc([N+](=O)[O-])cc1 | -2 | 1 | 1 | 1341 | 44* | -5 | -3 | 1 | 67 | nt | -9
O=C(/C=C/c1ccccc1Cl)N1CCN(c2ncccn2)CC1 | 1 | -2 | 1 | 1420 | 1 | 0 | 5 | 1 | 101 | nt | 0
Cc1c(-c2cccs2)[n+](=O)c2c(n1[O-])CCCC2 | 2 | nt | 0.5 | 1511 | 4 | -5 | -7 | 1 | 102 | -0.13 | -3
O=C(c1ccc(Cn2cc(Br)cn2)o1)N1N=C(C(F)F)CC1(O)C(F)F (centres undefined) | 6 | 6 | 0.9 | 1638 | 5 | -5 | 5 | 1 | 94 | 1.3 | 4
NC(=S)N1OC[C@@H]2COc3ccc4ccccc4c3[C@@H]21 | -3 | 1 | 1 | 1409 | 14 | 3 | -8 | 1 | 97 | -0.46 | -3
Cc1onc(C(=O)NN)c1C(=O)N1CCN(C(c2ccccc2)c2ccccc2)CC1 | -7 | -1 | 1 | 1479 | -4 | 3 | 6 | 1 | 108 | 0.15 | -7

Part of the list above, set out differently:
Below each SMILES: PPARg SRC1 recr, bIAP inhibitor, bIAP act, SRC2 TRFRET art, STAT3 inh, PPARg SRC3 recr, STAT1 blocker, TNAP act hi DEA, STAT3 act, ROMK mod, PPARg SRC-2 ag
- Nc1ncn(C(=O)c2ccco2)n1
 : -5, 3, 1, 1525, 17, -3, 7, 1, 91, nt, -4
- Cc1ccc(C2CC(c3ccco3)n3nc(N)nc3N2)cc1 (centres undefined)
 : 6, 3, 1, 1552, 11, 0, -4, 1, 95, nt, 8
- COc1ccc(CNC(=O)c2c(O)c3cccc4c3n(c2=O)CCC4)cc1OC
 : 8, -4, 1, 1643, 7, -1, -5, 1, 99, nt, -4
- COc1cc(OC)cc(C(=O)OCc2cc3ccccc3[nH]c2=O)c1
 : -3, 2, 1, 1518, 12, -3, 1, 1, 93, 0.98, -1
- O=C(NCCc1ccccc1)c1ccc([N+](=O)[O-])cc1
 : -2, 1, 1, 1341, 44*, -5, -3, 1, 67, nt, -9
- O=C(/C=C/c1ccccc1Cl)N1CCN(c2ncccn2)CC1
 : 1, -2, 1, 1420, 1, 0, 5, 1, 101, nt, 0
- Cc1c(-c2cccs2)[n+](=O)c2c(n1[O-])CCCC2
 : 2, nt, 0.5, 1511, 4, -5, -7, 1, 102, -0.13, -3
- O=C(c1ccc(Cn2cc(Br)cn2)o1)N1N=C(C(F)F)CC1(O)C(F)F (centres undefined)
 : 6, 6, 0.9, 1638, 5, -5, 5, 1, 94, 1.3, 4
- NC(=S)N1OC[C@@H]2COc3ccc4ccccc4c3[C@@H]21
 : -3, 1, 1, 1409, 14, 3, -8, 1, 97, -0.46, -3
- Cc1onc(C(=O)NN)c1C(=O)N1CCN(C(c2ccccc2)c2ccccc2)CC1
 : -7, -1, 1, 1479, -4, 3, 6, 1, 108, 0.15, -7
